MIN6 prolif – inducers of MIN6 beta-cell proliferation, primary screen, ATP luminescence, uHTS | MIN6 cells proliferation, ATPlite luminescence, 48 h; cells starved in 0.2% serum; 100% = growth in 10% serum | actives 0.29% (n = 330,000) | AID 2380, 2010 | proliferation, % at 10 µM;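 active = compounds whose signal lies at least 3.5 SD above the mean of all wells on their plate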;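 note: 0% = DMSO-treated cells in low-serum medium and 100% = 10% serum control; some compounds called inactive have numbers as strong as hits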
SENP1 inh – human SENP1 catalytic domain inhibitors, primary screen, biochemical, FRET, uHTS | inhibition, % at 10 µM | AID 624204, 2012 | recombinant SENP1 catalytic domain, CyPet-SUMO1-YPet FRET cleavage | actives 0.21% (n = 360,000) | Sentrin-specific protease 1 (Homo sapiens), Q9P0U3;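 active = inhibition at least 30% at 10 µM, raw YFP signal under a set limit, fluorescence ratio 0.5 to 1.5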;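 note: 0% = enzyme with DMSO and 100% = no enzyme wells; some results filed as inactive read as strong as hits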
Target sequence (Q9P0U3 419-644 limits assumed): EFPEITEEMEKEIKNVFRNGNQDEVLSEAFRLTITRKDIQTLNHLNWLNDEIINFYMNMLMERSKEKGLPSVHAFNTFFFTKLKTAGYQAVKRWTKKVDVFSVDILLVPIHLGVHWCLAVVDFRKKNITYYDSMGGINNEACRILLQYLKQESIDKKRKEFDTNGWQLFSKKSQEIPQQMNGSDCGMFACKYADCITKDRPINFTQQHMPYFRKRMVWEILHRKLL
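Controls: no-enzyme wells low, DMSO-plus-enzyme wells high control. Test system: human recombinant His6-tagged SENP1 catalytic domain enzyme. Reagent: SFCypet-SUMO1-SFYpet FRET protein substrate, 25 nM final. Doses: one dose per compound, 10 µM, 0.5% DMSO. Detection: FRET, CFP and YFP emission. Timing: 50 min reaction at room temperature.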
SENP7 block – SENP7 protease inhibitors, primary screen, biochemical, luminescence, uHTS; recombinant SENP7, Z-RLRGG-aminoluciferin luminescence, 40 min; actives 1.5% (n = 330,000); Sentrin-specific protease 7 (Homo sapiens), Q9BQF6; inhibition, % at 5 µM;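 active = inhibition above about 50% at the single test dose, limit read from the data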;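 note: plate controls were DMSO with enzyme for no effect and no enzyme buffer wells for full effect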
Target sequence (Q9BQF6 706-1050 limits assumed): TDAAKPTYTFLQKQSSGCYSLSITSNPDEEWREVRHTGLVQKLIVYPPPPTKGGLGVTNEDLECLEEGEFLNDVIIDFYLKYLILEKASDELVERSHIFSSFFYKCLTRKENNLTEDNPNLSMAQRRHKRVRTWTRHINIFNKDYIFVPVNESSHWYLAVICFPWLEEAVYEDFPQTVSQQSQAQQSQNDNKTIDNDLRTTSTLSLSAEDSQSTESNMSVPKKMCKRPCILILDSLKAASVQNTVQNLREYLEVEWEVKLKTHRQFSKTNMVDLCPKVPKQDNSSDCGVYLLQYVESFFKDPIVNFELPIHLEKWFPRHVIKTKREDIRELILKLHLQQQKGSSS
SENP8 block-1 – human SENP8 protease inhibitors, primary screen, biochemical, fluorescence, Nedd8 protein substrate, uHTS; actives 0.64% (n = 360,000); inhibition, % at 20 µM; recombinant SENP8; AID 602440, 2012; in the data active = inhibition mostly above about 40%, no sharp cut-off; inactive = mostly below about 27%
UBC13 polyUb – UBC13 polyubiquitin chain formation inhibitors, primary screen, biochemical, TR-FRET, uHTS | inhibition, % at 20 µM | actives 0.47% (n = 330,000); in the data active = inhibition above about 45%, passing the limit was not always enough
Target sequence (P61088 whole entry, looked up): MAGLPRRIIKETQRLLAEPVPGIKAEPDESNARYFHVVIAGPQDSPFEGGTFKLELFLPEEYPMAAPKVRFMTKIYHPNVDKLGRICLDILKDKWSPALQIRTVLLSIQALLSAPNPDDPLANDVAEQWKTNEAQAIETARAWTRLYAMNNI
SENP6 inh – SENP6 protease inhibitors, primary screen, biochemical, luminescence, uHTS; Sentrin-specific protease 6 (Homo sapiens), Q9GZR1; Recombinant SENP6 catalytic domain, aminoluciferin luminescence; inhibition, % at 10 µM; actives 1.8% (n = 330,000);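 active = inhibition above about 50% at the single tested dose, limit read from the data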;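 note: plate controls were DMSO wells with enzyme for no effect and DMSO wells lacking enzyme for full effect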
SENP8 block-2 – SENP8 protease inhibitors, primary screen, biochemical, luminescence; Sentrin-specific protease 8 (Homo sapiens), Q96LD8; purified SENP8, Z-RLRGG-aminoluciferin cleavage; inhibition, % at 10 µM; actives 1.2% (n = 330,000); AID 2540, 2010; in the data active = inhibition above about 50%
HKDC1 inh – HKDC1 hexokinase inhibitors, primary screen, biochemical, fluorescence, uHTS; inhibition, % at 20 µM; AID 493160, 2011; recombinant HKDC1, G6PDH/diaphorase resazurin coupled fluorescence; actives 0.16% (n = 340,000);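 active = inhibition above about 35% when tested at 20 µM, limit read from the data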;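 note: plate controls were DMSO wells with enzyme for no effect and DMSO wells lacking enzyme for full effect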
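Material: recombinant HKDC1 hexokinase; Amount: HKDC1 at 5 µg/mL; Medium: Tris pH 8.0 buffer with MgCl2, Tween-20, BSA, BME; Schedule: 90 min reaction incubation at room temperature, dark; Technique: coupled resazurin fluorescence, excitation 525 nm, emission 613 nm.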
PfG6PD inh – PfG6PD enzyme inhibitors, primary screen, biochemical, fluorescence intensity, uHTS | PfGluPho enzyme, NADPH resazurin-diaphorase fluorescence | inhibition, % at 20 µM | actives 0.78% (n = 350,000);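 active = inhibition reaching at least a set limit at 20 µM in the primary screen, cut at about 59% in these data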;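 note: 0% = DMSO wells with substrate and 100% = DMSO wells lacking glucose-6-phosphate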
The depositor's hits bear a star; i = inactive; . = not tested or not shown.

entry	SMILES	SENP8 block-1	SENP1 inh	HKDC1 inh	MIN6 prolif	SENP8 block-2	SENP6 inh	UBC13 polyUb	PfG6PD inh	SENP7 block
1	COc1ccc(CCN2C(=O)NC(NS(=O)(=O)c3ccc(Cl)cc3)(C(F)(F)F)C2=O)cc1OC (stereo not given)	13	-1	-9	-4	-3	-14	-2	-6	-1
2	O=C(O)c1ccc(NC(=O)C2CC=CCC2C(=O)O)cc1 (stereo not given)	18	2	-2	1	-4	4	-1	4	-3
3	COC(=O)c1scc(C)c1NS(=O)(=O)c1ccc(NC(C)=O)cc1	10	2	-6	-2	1	3	-2	0	2
4	COc1ccc(S(=O)(=O)N(CC(=O)Nc2ccccc2C(=O)N2CCOCC2)c2ccc(F)cc2)cc1	2	2	-6	-4	-6	-8	4	7	-6
5	Cc1ccc(NC(=O)COC(=O)/C=C/c2cccs2)c(C)c1	22	2	-3	0	-3	-11	8	-5	-10
6	CS(=O)(=O)Nc1ccc(C(=O)NCCC2=CCCCC2)cc1	14	3	0	-1	-4	-2	2	4	10
7	O=C(CSc1nnc(COc2ccccc2)o1)c1ccccc1	27	1	-16	4	1	-2	0	0	8
8	Cc1cc(Br)ccc1NC(=O)CN(C)C(=O)C1CCN(c2ncnc3sc(C)c(C)c23)CC1	6	-1	1	.	.	.	.	-9	.
9	COC(=O)c1cc2ccsc2n1Cc1cccc(F)c1	7	1	2	-2	3	-3	3	-11	14
10	COc1ccc(-c2sccc2C(C)C(=O)O)cc1 (stereo not given)	18	-3	2	-2	2	14	1	-10	5
11	Cc1cccc(C(=O)NC(=S)NNC(=O)COc2c(C)cccc2C)c1	8	-2	-4	-5	-14	-24	-18	-14	-6
12	O=S(=O)(Nc1ccccc1N1CCCCC1)c1ccc(F)cc1	12	2	2	-2	-8	-7	6	69*	14
13	CCOC(=O)C1=C(c2ccccc2)NC(=O)NC1c1ccc(OCC#N)c(OC)c1 (stereo not given)	-6	0	1	-1	-3	-4	-6	-14	-12
14	CC(C)C(=O)Nc1ncc(C(F)(F)F)cc1Cl	12	3	-5	4	-9	-3	-2	-14	-4
15	Cc1ccc2c(C)c(C(=O)Nc3cccnc3)oc2c1C	18	2	0	.	.	.	.	9	.
16	CC1(C)Cc2ccccc2C(=NCCCC(=O)O)N1	22	0	-8	0	5	4	3	11	9
17	CCOC(=O)C1CCCN(c2cc(C)nc3cc(-c4ccc(F)cc4)nn23)C1 (stereo not given)	-155	-33	0	-2	-7	6	15	16	4
18	CC1CCN(c2c(NCc3ccc(C(=O)NCc4cccnc4)cc3)c(=O)c2=O)CC1	10	3	-4	-2	-5	2	-5	5	2
19	Cc1ccc(NC(=O)[C@H](C)NC(=O)C2CCN(C(=O)[C@@H](N)C(C)C)CC2)cc1	17	3	7	-5	-2	-1	5	-4	-1
20	CNC(C)C(=O)NC(C(=O)N1CCCC1C(=O)NNc1ccccc1)C(C)C (stereo not given)	34	4	-6	-4	-8	-10	0	0	14
21	CCc1ccc(NC(=O)C2CCCN(S(=O)(=O)c3ccc4c(c3)CC(C)N4C(C)=O)C2)cc1 (stereo not given)	2	0	3	0	9	-19	8	7	-5
22	CCn1nnc(C(=O)O)c1C(=O)O	16	0	-8	-2	0	-3	-7	-5	1
23	NS(=O)(=O)c1ccc(NC(=O)COC(=O)CCc2ccc(S(=O)(=O)N3CCOCC3)cc2)cc1	15	-2	3	-2	-3	-4	2	-25	9
24	O=C(N/N=C/c1cccc(Oc2ccccc2)c1)c1ccccc1F	4	-1	.	-3	7	12	-4	.	17
25	Cc1cccc(NC(=O)CSCC(=O)Nc2ccc(S(=O)(=O)N3CCCC3)cc2)c1	3	1	1	0	9	-6	7	-10	1
26	Cc1cc(NC(=O)c2cc(-c3cccs3)nc3ccccc23)no1	-448	-3	3	-3	2	-18	40	9	7
27	CCN(CC)CCN(C(=O)c1c(F)cccc1F)c1nc2cc(C)cc(C)c2s1	15	2	0	-5	0	-2	11	32	11
28	O=C(Nc1ccnn1C1CCN(Cc2cccnc2)CC1)c1ccccc1Cl	2	-3	-7	1	-2	12	4	2	1
29	N#Cc1c(NC(=O)CN2CCN(S(=O)(=O)c3ccc4c(c3)OCCO4)CC2)sc2c1CCC2	2	-9	3	-2	-1	3	-8	1	8
30	Oc1[nH]c(=S)sc1C=C1N=c2ccccc2=N1	2	-15	3	-1	6	-1	-13	8	-2
31	O=S(=O)(NC1CCCCC1)c1ccc(-c2csnn2)s1	12	-2	6	0	4	8	-1	5	9
32	Nc1nnc(SCC(=O)NC2CCCC2)s1	10	-2	-4	-6	-10	-8	0	4	-3
33	CCOc1c2ccc(C(=O)NCc3ccc(C(F)(F)F)cc3C(F)(F)F)cc2nn1C	i	0	1	5	-10	2	21	22	-2
34	Cc1ccccc1OCC(=O)NC1CCCCCCC1	1	0	-3	6.0*	4	-4	1	6	7
35	COc1ccc(N2CCN(C(=O)c3ccc(NS(=O)(=O)c4cccs4)cc3)CC2)cc1	8	0	0	0	2	1	-6	-6	-9
36	O=C(COC(=O)c1cccnc1SC(F)F)NC1CC1	9	1	-1	-2	-5	14	9	-12	9
37	Cc1ccc(NC(=O)c2ccc(S(=O)(=O)N3CCCC3)cc2)nc1	6	1	-1	3	-8	-2	-2	14	-10
38	CC(=O)c1ccc(-c2nnc(CCC(=O)N(C)Cc3c(C)nc4ccccn34)o2)s1	5	1	2	-1	-8	-4	-12	-8	-6
39	CCCCOC(=O)n1c(=O)oc2cc(S(=O)(=O)N3CCCCC3)ccc21	9	1	9	1	-7	-16	-1	-7	-4
40	CCOc1ccc2c(c1)C(c1ccc(C)cc1)=NNC(c1ccc(C)cc1)=N2	8	2	-2	2	-22	-26	-3	2	-3
41	Cc1ccc(NC(=O)NC2C(NC(=O)Nc3ccc(C)cc3)N(C)C(=O)N2C)cc1 (stereo not given)	12	2	-3	-3	0	-2	-7	3	5
42	O=C(CSc1nc2c(cnn2-c2cccc(Cl)c2)c(=O)[nH]1)NCC1CCCO1 (stereo not given)	4	1	1	-1	-10	-7	-26	-11	-3
43	COc1ccc(NC(=O)CN2CCN(c3nc(-c4cccc(OC)c4)cs3)CC2)cc1	8	-5	2	-4	-1	13	4	23	3
44	O=C(N/N=C\c1ccco1)c1cncc(Br)c1	.	.	.	3	-5	-11	-1	.	0
45	NC(=S)N/N=C/c1c(O)ccc2ccccc12	-42	-66	-21	-6	0	11	4	-21	20
46	O=C(CCCOc1ccc(Cl)cc1Cl)NCCc1ccccn1	10	3	-2	-2	5	-3	3	14	2
47	CCN(C(=O)CSc1nnc2c3ccccc3n(CC)c2n1)C1CCS(=O)(=O)C1 (stereo not given)	7	2	9	0	7	9	-15	14	6
48	COc1ccc(S(=O)(=O)n2c(CCN3CCOCC3)nc3ccccc32)cc1	-11	-16	1	-2	-2	-7	12	2	5
49	Nc1nccc(-c2ccc(-n3cnc4ccccc43)cc2)n1	-304	0	-1	2	0	27	16	9	1
50	COc1cc2c(cc1OC)/C(=C/C(=O)N1CCOCC1)NC(C)(C)C2	.	.	-1	-1	4	3	5	-6	4
51	COc1ccc(OC)c(S(=O)(=O)Nc2cccc(-c3ccc4nncn4n3)c2)c1	2	1	3	0	0	-14	-4	1	-8
52	CC(=O)Nc1ccc(S(=O)(=O)N(C)CC(=O)NCCOc2ccccc2)cc1	1	-1	0	-2	-10	-6	-9	-12	-3
53	CN(C)CC(C)(C)CNS(=O)(=O)CC12CCC(CC1=O)C2(C)C (stereo not given)	24	2	-6	1	-2	7	-1	-16	5
54	COc1cc(OC)c(NS(=O)(=O)c2coc(C(N)=O)c2)cc1Cl	3	0	-7	-3	4	13	-6	2	-7
55	O=C(NCc1ccco1)c1ccccc1Br	19	4	-5	1	-1	-15	5	10	8
56	Cc1c(Cl)cccc1NC(=O)COC(=O)Cc1ccsc1	2	-1	-6	-2	11	2	7	0	5
57	Cc1csc(SCC(=O)NC(=O)NC(C)(C)C)n1	12	-1	-18	1	1	-8	5	13	-2
58	CCN(C(=O)COC(=O)CNC(=O)c1ccc(C)cc1)c1c(N)n(Cc2ccccc2)c(=O)[nH]c1=O	7	2	-7	7	1	-19	13	9	-4
59	CCOC(=O)c1ccc(NC(=O)NCc2c(C)nn(CC)c2C)cc1	5	0	-7	0	-6	-20	-6	-1	-11
60	Cc1ccc(S(=O)(=O)N2CCC(=O)N(C(COCc3cccc(C(F)(F)F)c3)Cc3ccccc3)CC2)cc1 (stereo not given)	9	-1	6	-7	2	-6	6	26	2
61	COc1cc(NC(=O)c2cccc(F)c2)ccc1NC(=O)c1cc2ccccc2o1	-294	-19	-7	0	3	4	-1	-7	6
62	COc1ccc2ccc(=O)oc2c1CC(=O)C(C)C	-2	-5	-2	2	-11	-22	2	-4	-8
63	CCCc1cc(=O)oc2cc(C)cc(OCC(=O)NCC(O)c3ccccc3)c12 (stereo not given)	-243	-1	5	6	3	-2	16	8	-2

Assay outcomes as filed in PubChem BioAssay.
